Screening results (PubChem)
MITF primary: MITF inhibitors, primary screen, biochemical, AlphaScreen, human. Microphthalmia-associated transcription factor (Homo sapiens), O75030. AlphaScreen MITF homodimerization, bead proximity signal. inhibition, % at 2.6 µM. hit rate 0.91% among 650,000; in the data active = inhibition above about 50%;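 also: 0% = vehicle wells with protein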
Target sequence (O75030 whole entry, looked up): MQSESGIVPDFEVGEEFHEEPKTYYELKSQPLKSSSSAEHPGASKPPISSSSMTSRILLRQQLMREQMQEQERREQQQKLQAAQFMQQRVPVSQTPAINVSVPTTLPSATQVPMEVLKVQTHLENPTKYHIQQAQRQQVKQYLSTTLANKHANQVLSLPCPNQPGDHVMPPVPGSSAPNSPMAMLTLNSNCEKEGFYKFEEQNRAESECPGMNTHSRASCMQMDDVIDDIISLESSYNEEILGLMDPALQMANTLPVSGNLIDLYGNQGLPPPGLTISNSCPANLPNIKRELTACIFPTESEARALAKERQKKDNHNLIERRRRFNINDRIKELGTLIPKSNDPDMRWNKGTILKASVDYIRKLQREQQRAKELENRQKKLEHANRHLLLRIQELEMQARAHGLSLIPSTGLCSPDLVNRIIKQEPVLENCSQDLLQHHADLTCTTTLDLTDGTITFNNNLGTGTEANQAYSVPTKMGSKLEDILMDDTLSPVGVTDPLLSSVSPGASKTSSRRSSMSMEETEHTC
TEAD-YAP block: TEAD-YAP interaction inhibition, primary screen, TEAD-YAP interaction inhibitor project, luminescence, HEK-TIYL cells | TEAD-Gal4/YAP UAS-luciferase luminescence | hit rate 1.4% among 640,000 | inhibition, % at 9.12 µM; in the data active = inhibition above about 32%;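 also: 0% = median of test compound wells and 100% = reference inhibitor wells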
GPR151 ag: activators of human GPR151, primary screen, cell-based, PathHunter beta-arrestin, luminescence; G-protein coupled receptor 151 (Homo sapiens), Q8TDV0; PathHunter beta-arrestin GPR151 cells; activation, % at 11.2 µM; hit rate 1% among 650,000; in the data active = activation above about 4.9%;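 also: 0% = median of compound wells and 100% = cells with positive control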
Target sequence (Q8TDV0 whole entry, looked up): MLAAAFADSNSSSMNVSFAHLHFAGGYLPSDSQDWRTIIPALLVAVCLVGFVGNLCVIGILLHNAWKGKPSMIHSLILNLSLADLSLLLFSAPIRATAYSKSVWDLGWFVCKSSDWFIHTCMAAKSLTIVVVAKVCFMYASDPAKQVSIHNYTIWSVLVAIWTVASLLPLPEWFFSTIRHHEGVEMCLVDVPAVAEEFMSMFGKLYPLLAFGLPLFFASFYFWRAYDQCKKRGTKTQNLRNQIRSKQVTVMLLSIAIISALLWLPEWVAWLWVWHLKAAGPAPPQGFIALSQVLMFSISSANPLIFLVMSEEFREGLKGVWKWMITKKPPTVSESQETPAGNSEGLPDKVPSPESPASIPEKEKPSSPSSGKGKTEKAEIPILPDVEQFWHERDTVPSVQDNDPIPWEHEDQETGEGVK
FBW7 activator: FBW7 E3 ligase activators, primary screen, biochemical, AlphaScreen, human; normalized activity (activation), % at 26.1 µM; hit rate 0.13% among 650,000; F-box/WD repeat-containing protein 7 (Homo sapiens), Q969H0; AlphaScreen FBW7–phospho-cyclin E peptide binding, activator screen; in the data active = normalized activity above about 1.9%;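 also: purified mutant Fbw7 with reduced substrate affinity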
* marks the source's active call; other numbers are inactive results; & = joins results of further samples. Rows are unselected; overall some 3.5% were active at least once.

structure,MITF primary,TEAD-YAP block,GPR151 ag,FBW7 activator
COc1ccc(CCN(C(=O)c2cccc(F)c2)C2CC(=O)N(c3ccc(F)cc3)C2=O)cc1 (stereo not drawn),2,-3,0.5,0.1
O=C(CCCc1nc(-c2ccc(Cl)cc2)no1)NC1CCCC1,-11,34*,1.0,-0.1
O=C(CSc1n[nH]c(-c2ccccc2)n1)c1ccc(O)c(O)c1,1,6,-0.2,-0.2
COc1ccc2oc(=Nc3cccc(C)c3)c(C(=O)NC(C)=O)cc2c1,8,-28,-1.8,0.3
Cc1ccc(C(=O)Nc2ccc(O)c(-c3nc4ccccc4s3)c2)cc1,5,10,-0.2,0.0
CCN1CCN(c2ncnc3sc(C(=O)N4CCN(c5ccccc5)CC4)c(C)c23)CC1,7,11,0.0,0.2
O=C(CSc1nnc(CCCN2C(=O)c3cccc4cccc(c34)C2=O)n1-c1ccccc1)NCCCn1ccnc1,0,1,2.1,0.0
OC1CCC(Nc2nc(Nc3ccc4c(c3)OCO4)c3ncn(-c4ccsc4)c3n2)CC1 (stereo not drawn),6,7,-4.1,0.2
O=C(NCCSSCCNC(=O)c1ccco1)c1ccco1,-2,-11,-0.6,0.0
Cn1c(=O)c2c(n(C)c1=O)n1c(-c3c(F)cccc3Cl)nnc1n2CCc1ccccc1,24,-16,-0.4,-0.3
COc1cc(NC(=O)c2cc(-c3ccccc3OC)on2)c(OC)cc1Cl,1,2,1.4,0.0
CCCCOc1ccc(C2C3=C(CC(C)(C)CC3=O)Nc3ncnn32)cc1OC (stereo not drawn),4,1,3.2,-0.1
COc1ccc(OC)c(C2Nc3cccc4cccc(c34)N2)c1,18,9,-1.4,0.0
O=c1c2c(-c3ccccc3)csc2nc2c3ccccc3c(Cl)nn12,-4,-1,-1.9,0.1
N#Cc1c(NC(=O)c2noc3c2CCCCC3)sc2c1CCC2,0,-1,-0.1,-0.1
COC(=O)CS(=O)c1ccc(S(=O)C(F)(F)F)cc1[N+](=O)[O-] (stereo not drawn),-71,-63,0.5,0.0
CC(=O)N(CCC(Cc1ccccc1)c1ccc2c(c1)OCO2)Cc1ccc(OC(C)C)cc1 (stereo not drawn),-6,-7,-0.7,0.1
CCCNC(=O)c1ccc(NC(=O)C(=O)c2ccccc2NC(C)=O)cc1,-2,-10,0.1,0.0
COc1ccc(OC)c(N(CC(=O)Nc2cc(C)ccc2C)S(C)(=O)=O)c1,-8,-3,4.6,-0.1
c1ccc(-c2nc(N3CCNCC3)nc3ccccc23)cc1,0,-2,-1.3,0.9
COC(=O)c1cccc(C(=O)N2CCCC(N3CCN(c4ccccc4)CC3)C2)c1 (stereo not drawn),1,-9,0.0,-0.1
Oc1ccc(C(c2nnnn2C2CCCCC2)N2CCOCC2)cc1 (stereo not drawn),5,-8,-1.6,1.1
CC(=O)N1CCc2c(sc(NC(=O)c3ccc(S(=O)(=O)N4CCCC(C)C4)cc3)c2-c2nc3ccccc3s2)C1 (stereo not drawn),-9,9,1.6,-0.1
O=S(c1cc(Cl)cc(Cl)c1O)c1cc(Cl)cc(Cl)c1O,7,-6,6.9*,0.0
O=C(Nc1nc(C(=O)N2CCN(c3cccc(Cl)c3Cl)CC2)co1)c1ccccc1,-7,-8,-0.5,0.1
Cc1ccccc1OCCOc1ccc([N+](=O)[O-])cc1-c1nc2sc3c(c2c(=O)[nH]1)CCCC3,-9,-2,-0.1,0.1
O=C(Nc1ccccc1Cl)c1cc(I)cc([N+](=O)[O-])c1,23,-7,-0.7,0.0
O=c1[nH]cc(S(=O)(=O)O)c2ccccc12,65*,1,0.7,0.8
C=CCOc1ccccc1CN1CCC2(CC1)CC2C(=O)N1C[C@@H](C)O[C@@H](C)C1 (stereo partly drawn),5,11,-1.1,0.1
CCOC(=O)c1cccc(-n2ncc3cc(Nc4nccc(-c5cncc(N6CCOCC6)c5)n4)ccc32)c1,1,2,0.5,-0.1
O=C(Cc1ccccc1)N1CCN=C1SCc1cccc([N+](=O)[O-])c1,-4,-12,0.0,0.0
Cc1cc(C(=O)COC(=O)c2nccnc2N)c(C)n1CC(F)(F)F,21,-3,-0.8,0.1
O=C(COc1ccc(Cl)cc1)NCc1cccs1,6,-1,1.6,0.5
CCc1ccc(S(=O)(=O)Nc2cccc(-c3cn4ccsc4n3)c2)s1,-3,-5,1.9,-0.3
Cc1ccc(/C(O)=C2/C(=O)C(=O)N(CCN3CCOCC3)C2c2ccc(C(C)C)cc2)cc1 (stereo not drawn),-3,-9,-0.3,-0.2
O=C(c1ccco1)N1CCN(Cc2nnnn2C2CCCCC2)CC1,1,-6,-1.5,0.1
Cc1ccccc1-n1ncc(C(C)NC(=O)c2n[nH]c3ccccc23)c1C (stereo not drawn),-14,-2,-1.4,0.1
Cc1c(C#N)c2ccccc2n1C,0,2,0.8,0.3
Cc1cccc(-n2cc(-c3ccccc3)c3c(Nc4cccc(F)c4)ncnc32)c1,6,2,0.3,-0.1
COCCNc1nc(-c2cccc(N(C)C)c2)ccc1C(=O)NCCc1ccccn1,-14,0,0.3,0.0
O=C(NCc1ccc(Cl)cc1)c1ccc(Cn2nnc3ccccc3c2=O)cc1,-9,9,-0.5,0.1
O=C(Nc1ccccc1)N1CCN(c2cc(-n3ccnc3)ncn2)CC1,4,3,0.0,0.5
C#CCN1C(=O)S/C(=C/c2cc(OC)c(O)c([N+](=O)[O-])c2)C1=O,2,11,-1.9,0.3
CCOC(=O)CN(c1ccc(Br)c(C)c1)S(C)(=O)=O,6,0,1.6,0.0
CC(=O)c1cccc(-c2nc(Nc3ccccc3)c3ncn(Cc4ccc(C(F)(F)F)cc4)c3n2)c1,3,-6,-0.5,0.2
COc1ccc(Br)cc1-c1noc(C)n1,6,-4,2.3,0.1
COc1ccc(-c2cn3c(NC(=O)C4CCC4)cnc3cn2)cc1,20,4,0.2,-0.1
O=C(NC1CCCCCC1)C1(S(=O)(=O)c2ccc(Cl)cc2)CC1,-14,-3,3.1,-0.1

One compound at a time, from the list above. Screens in order: MITF primary, TEAD-YAP block, GPR151 ag, FBW7 activator
O=C(CSc1n[nH]c(-c2ccccc2)n1)c1ccc(O)c(O)c1 reads 1, 6, -0.2, -0.2
COc1ccc(Br)cc1-c1noc(C)n1 reads 6, -4, 2.3, 0.1
C=CCOc1ccccc1CN1CCC2(CC1)CC2C(=O)N1C[C@@H](C)O[C@@H](C)C1 (stereo partly drawn) reads 5, 11, -1.1, 0.1
CCCNC(=O)c1ccc(NC(=O)C(=O)c2ccccc2NC(C)=O)cc1 reads -2, -10, 0.1, 0.0

Other results follow:
structure,MITF primary,TEAD-YAP block,GPR151 ag,FBW7 activator
Cc1ccc(NC(=O)CCC(=O)NNC(=O)c2ccccc2C(=O)O)c(C)c1,-1,8,0.5,0.3
Cc1sc(NC(=O)/C=C/c2cccc(Cl)c2)c(C(N)=O)c1C,3,-38,-1.8,0.2
Cc1ccccc1-c1nnc(SCC(=O)Nc2nccs2)o1,12,-18,0.6,-0.4
CC(=O)Oc1ccc(N(C(C)=O)S(=O)(=O)c2ccc(F)cc2C)c2ccccc12,20,0,4.3,0.0
Cc1cc(CN(C)Cc2c(C(=O)N(C)C)nc3ccc(Cl)cn23)n[nH]1,-2,-9,-0.8,0.0
COc1ccc(C(=O)On2c(C)nc3ccccc3c2=O)cc1OC,8,-1,-0.6,-0.1
C=CCSc1nc(-c2ccc(Cl)cc2)c(C#N)c(=O)n1CC=C,-3,9,-0.7,0.0
CC1CCN(c2nc3c(c(=O)[nH]2)CN(CC2=Cc4ccccc4OC2)CC3)CC1,7,10,0.1,-0.1
CCOC(=O)c1sc2nc(SCC(=O)NCc3ccccc3Cl)n(Cc3ccccc3OC)c(=O)c2c1C,0,-3,0.4,0.0
CCCC1(C2CCN(Cc3nccs3)CC2)NC(=O)N(CC2CCCO2)C1=O (stereo not drawn),-7,-2,1.7,0.0
COC(=O)c1c(NC(=O)c2ccc(S(=O)(=O)N3CCCCC3C)cc2)sc2c1CCN(C(C)=O)C2 (stereo not drawn),-3,13,-0.5,0.0
O=C(CN1CCN(c2ccc(Cl)cc2)CC1)Nc1cc(C(F)(F)F)ccc1Cl,-6,-11,1.6,-0.1

Exported as labelled records: entries from further up
> Cc1cc(CN(C)Cc2c(C(=O)N(C)C)nc3ccc(Cl)cn23)n[nH]1
  MITF primary: -2
  TEAD-YAP block: -9
  GPR151 ag: -0.8
  FBW7 activator: 0.0

> COc1ccc(C(=O)On2c(C)nc3ccccc3c2=O)cc1OC
  MITF primary: 8
  TEAD-YAP block: -1
  GPR151 ag: -0.6
  FBW7 activator: -0.1

(next part)
Sequence of screens: MITF primary, TEAD-YAP block, GPR151 ag, FBW7 activator
O=C(CC1C(=O)NCCN1Cc1ccccn1)NCCc1ccccc1F (stereo not drawn)
 : 10, -8, 4.4, 0.0
COc1ccc(-n2c(/C=C/c3ccc([N+](=O)[O-])cc3)nc3ccccc3c2=O)cc1Cl
 : -6, 7, -0.5, 0.1
COC(=O)c1ccc(NC(=O)C(C)Sc2ncn[nH]2)cc1 (stereo not drawn)
 : 4, 11, -4.5, -0.2
COc1cccc2c1OC1(C)C(C(=O)N(C)C)C2NC(=S)N1c1ccccc1C (stereo not drawn)
 : 16, 13, -0.4, 0.7
CCn1ncc(Br)c1C(=O)Nc1cc(C)ccc1F
 : -12, -9, -1.6, 0.0
CCOC(=O)c1sc(NC(=O)C(C)Sc2nnc(CNC(=O)c3ccccc3OC)n2-c2ccc(F)cc2)c(C(=O)OCC)c1C (stereo not drawn)
 : -1, 0, -0.5, -0.1
O=CNNC(=O)c1cc2sccc2nc1C(F)(F)F
 : 5, -7, 1.5, -0.1
COc1cccc(CN2CCN(C(=O)c3ccc4ncccc4c3)[C@@H](C)C2)c1
 : 11, -7, -0.1, -0.1
NS(=O)(=O)c1ccc(C(=O)O)cc1
 : 28&-2, -1&9, -0.8&-1.0, 0.1&0.1
COc1ccccc1C(=O)Nc1nnc(-c2ccc(Cl)s2)o1
 : -6, 0, 0.8, -0.2
O=C1c2ccccc2C(=O)N1Cc1cccnc1
 : 11, -3, 0.8, 0.0
CC1CCN(C(=O)C2CC(=O)c3sc(NC(=O)C4CCC4)nc3C2)CC1 (stereo not drawn)
 : 2, -4, -0.2, -0.1
CCc1ccc(NC(=S)N(CCCN2CCOCC2)Cc2cccnc2)cc1
 : 3, -1, 0.5, 0.0
O=C(Nc1c2c(nn1-c1cccc(Cl)c1)CS(=O)C2)C1CCCCC1 (stereo not drawn)
 : 6, 0, 0.4, 0.0
COc1ccc2cc(C3C4=C(CC(C)(C)CC4=O)OC4=C3C(=O)CC(C)(C)C4)c(=O)[nH]c2c1
 : 13, 11, -0.5, -0.1
CCOC(=O)c1c(C(=O)OCC)c(C)n(NC(=O)CNc2ccc(Cl)cc2)c1C
 : 2, 28, 2.8, 0.0
O=C(Nc1ccnn1C1CCN(Cc2ccc(CO)o2)CC1)c1ccc2c(c1)OCO2
 : -5, 5, -0.1, -0.1
CCC(Oc1ccccc1)c1nc(-c2ccccn2)no1 (stereo not drawn)
 : -9, -20, -0.4, -0.1
COc1ccc(NS(=O)(=O)c2c(F)cccc2F)cc1
 : 8, 9, 0.2, 0.2
COc1ccc(OC)c(N(CC(=O)Nc2ccc(F)c(F)c2)S(C)(=O)=O)c1
 : 30, -2, 3.2, -0.1
CC1CCN(CC(O)COc2cccc3ccccc23)CC1 (stereo not drawn)
 : -5, 15, -0.4, -0.2
CC(C)C(c1nnnn1C1CCCC1)N1CCN(C2CCCC2)CC1 (stereo not drawn)
 : 1, -5, 0.5, -0.2
Cc1ccc(CN2CCC3(CC2)CC3C(=O)NCc2cccnc2)s1 (stereo not drawn)
 : -4, -1, -0.2, -0.1
CCOc1ccc(/C(O)=C2\C(=O)C(=O)N(Cc3cccnc3)C2c2ccccc2F)cc1C (stereo not drawn)
 : -2, -3, -0.8, 0.0
COc1ccccc1CN(C(=O)c1ccco1)C(C(=O)NC1CCCC1)c1ccncc1 (stereo not drawn)
 : -2, 2, 0.3, 0.2
CCNc1nc(NCC)nc(N2N=C(C)CC2=O)n1
 : 71*, 8, 0.4, -0.2
CCOC(=O)c1cnc2cc(C(F)(F)F)ccc2c1N1CCN(c2ccc(F)cc2)CC1
 : 12, -5, 0.0, -0.1
CC(=O)N1CCN(C(=O)c2ccc(N3CC4CC(C3)c3cccc(=O)n3C4)c(NC(=O)c3ccncc3)c2)CC1 (stereo not drawn)
 : -9, -12, 1.3, -0.2
COc1ccc(C2=NN3C(C2)c2cccc(OC)c2OC3c2ccccc2Cl)cc1 (stereo not drawn)
 : 8, -52, -1.7, 0.3
COC(=O)c1cc(NC(=O)/C=C/c2c(F)cccc2Cl)cc(C(=O)OC)c1
 : -6, -1, -0.9, 0.2
O=[N+]([O-])c1ccc(N2CCCC2)cc1NCc1ccccc1
 : -21, -3, -1.5, 0.0
c1ccc2sc(N3CCN(c4c5c(nc6ncnn46)CCC5)CC3)nc2c1
 : 6, 19, 1.9, 0.2
